Compound activity: PubChem BioAssay, The Scripps Research Institute Molecular Screening Center
SRC3 TRFRET art – flags TR-FRET format artefacts in PPARgamma SRC-3 recruitment agonist screen; TR-FRET artefact counter-screen, PPARgamma/SRC-3 format; stronger effect = higher value; TR-FRET ratio at 8 µM; actives 0.39% (n = 99,000); AID 1048; in the data active = TR-FRET ratio above about 2000; also: inactives centre near 1600; reference of the scale not given here
SRC1 TRFRET art – counter-screen for PPARgamma SRC-1 recruitment agonists: TR-FRET artefact. TR-FRET detection artefact counter-screen, emission ratio; stronger effect = higher value. TR-FRET ratio at 8 µM. actives 0.34% (n = 99,000); in the data active = TR-FRET ratio above about 2300; also: inactives centre near 1800; reference of the scale not given here
* hit, by the source's call.

SMILES	SRC3 TRFRET art	SRC1 TRFRET art
CC1(C)CC(=O)C=C(N2CCOCC2)C1	1567	1664
Cc1cccc(N(CC(=O)NCCSCc2ccccc2)S(C)(=O)=O)c1	1662	1973
O=C(C1=C[C@@H](c2csc3ccccc23)C[C@@H](OCc2ccc(CO)cc2)O1)N1CCN(Cc2ccc3c(c2)OCO3)CC1	1627	1716
Cc1cc2cc3c(cc2nc1SCC(=O)O)CCC3	1503	1999
O=C(Nc1ccc2c(c1)OCO2)c1cccc2c1C(=O)N(Cc1cccnc1)C2	1497	1623
Cc1ccc(S(=O)(=O)c2ccc(Cl)cc2)cc1S(=O)(=O)N1CCOCC1	1892	1729
CN(C)c1ccc(N/C(=N\S(=O)(=O)c2cccs2)c2ccccc2)cc1	1871	1938
O=C(C[N+]1(CC#Cc2ccccc2)CCOCC1)c1ccccc1	1671	1843
O=C(C[n+]1ccc(C(=O)c2ccccc2)cc1)Nc1ccc(C(F)(F)F)cc1	1744	1684
CCOCC(=O)Nc1c(C)n(C)n(-c2ccccc2)c1=O	1430	1674
Cc1cccc(N(C)C(=S)Oc2ccc3ccccc3c2)c1	1796	1799
O=[N+]([O-])c1c(NCCO)cc(N2CCCCC2)c2nonc12	1519	1697
CC(=O)NC1C(=O)N=C(SCC(=O)Nc2cccc(Cl)c2)NC1=O (stereo unspecified)	1566	1482
COc1cccc(C(=O)NCc2ccc3[nH]c(C)cc3c2)c1	1635	1803
COc1ccc(/C=N/Nc2nccnc2Cl)c(OC)c1	1278	1657
CCC(C)C(NC(=O)C1CCC(C)CC1)C(=O)NC1CCN(Cc2ccccc2)CC1 (stereo unspecified)	1624	1957
COc1ccccc1C(=O)Nc1c(C)cc(Br)cc1C	1433	1597
CCCCC(=O)NC(NC(=S)N1CCCCCC1)C(Cl)(Cl)Cl (stereo unspecified)	1751	1834
Cc1ccc2c(Cl)cc(Cl)c(OCC(=O)NCCc3ccccn3)c2n1	1522	1895
CN(C)c1ccc(C(CN)c2c[nH]c3ccccc23)cc1 (stereo unspecified)	2012	1813

Random excerpt: six compounds from above.
SMILES	SRC3 TRFRET art	SRC1 TRFRET art
COc1ccccc1C(=O)Nc1c(C)cc(Br)cc1C	1433	1597
O=[N+]([O-])c1c(NCCO)cc(N2CCCCC2)c2nonc12	1519	1697
CC1(C)CC(=O)C=C(N2CCOCC2)C1	1567	1664
CCCCC(=O)NC(NC(=S)N1CCCCCC1)C(Cl)(Cl)Cl (stereo unspecified)	1751	1834
Cc1ccc(S(=O)(=O)c2ccc(Cl)cc2)cc1S(=O)(=O)N1CCOCC1	1892	1729
COc1ccc(/C=N/Nc2nccnc2Cl)c(OC)c1	1278	1657

Additional compounds
SMILES	SRC3 TRFRET art	SRC1 TRFRET art
Cc1cc(C)n(-c2cccc(F)n2)n1	1376	1783
COc1ccc(OC)c2sc(NNC(=O)C3COc4ccccc4O3)nc12 (stereo unspecified)	1663	1580
O=C(N/N=C/c1ccccn1)c1cc(-c2ccncc2)nc2ccccc12	1476	1768
O=C(c1ccccc1F)N1CCCC(c2ccccc2)C1 (stereo unspecified)	1556	1607
C/C(=C\c1ccccc1)C(=O)N1CCN(c2cccc(C(F)(F)F)c2)CC1	1370	1779
CCOC(=O)c1cc(-c2ccccc2)sc1NC(=O)COC(=O)c1ccc(Cl)c(S(N)(=O)=O)c1	1510	1592
Cc1cc(C)c2[nH]c(O)c(N=NC(=O)c3cc4c(s3)CCCC4)c2c1	1668	1762
CCCc1cc2c(cc1NC(=O)c1ccco1)OCO2	1710	1755
NC(=O)c1nsc(C(=O)N(c2ccc(Cl)cc2)C(C(=O)NCC2CCCO2)c2cccs2)c1N (stereo unspecified)	1774	1955
Cc1cc([N+](=O)[O-])nn1CC(=O)Nc1ccc(Cl)cn1	1551	2067
O=C(C1=C[C@@H](c2ccc(Br)cc2)C[C@@H](OCc2ccc(CO)cc2)O1)N1CCN(Cc2ccc3c(c2)OCO3)CC1	1678	1698
COCCNC(=O)C(=O)NCC1OCCN1C(=O)c1ccc(Cl)cc1 (stereo unspecified)	1606	1841
CCOC(=O)C1(Cc2ccc(Cl)cc2)CCN(Cc2nccn2CC)CC1	1544	1704
COc1cc(NS(=O)(=O)c2ccc(NC(=O)/C=C/c3ccc([N+](=O)[O-])cc3)cc2)ncn1	1466	1938
COc1cccc(C(=O)c2c[nH]c(C(=O)NCCCN(C)C)c2)c1	1665	1924
O=C(NCCc1nc2ccccc2[nH]1)/C(=C/c1ccc2c(c1)OCO2)NC(=O)c1ccccc1	1473	1576
Cc1ccc(CCNC(=O)CCS(=O)(=O)c2ccc(Br)cc2)cc1	1330	1668
O=C(COC(=O)c1ccccc1NC(=O)c1ccco1)NCCC1=CCCCC1	1640	1988
COc1ccccc1OCC(=O)/C=C1/N(C)c2ccccc2C1(C)C	1706	1785
O=C(CCCc1ccccc1)Nc1ccccn1	1342	1389
O=C(CNc1cccc(C(F)(F)F)c1)N/N=C/c1cn(-c2ccccc2)nc1-c1ccccc1	1733	1675
Clc1ccccc1Cc1noc(CN2CCN3CCCC3C2)n1 (stereo unspecified)	1814	1643
Cc1ccc(-n2c(P(C)(=O)O)nc3ccccc32)cc1	1675	1784
CCOC(=O)c1ccc(N2CN(CC)CNC2=S)cc1	1696	1899
Cc1ccc(S(=O)(=O)NCc2ccncc2)c(C)c1C	1699	1783
Cc1ccc(-n2nnnc2CSc2nnc(-c3ccc(O)cc3)o2)cc1	1564	1973
CCc1ccccc1N1C(=O)CC(N2CCc3ccccc32)C1=O (stereo unspecified)	1426	1985
COCCCNC(=S)Nc1ccc2c(c1)OCCO2	1715	1719
COc1ccccc1N1CCN(C(=O)c2cc(C)oc2C)CC1	1465	1842
CC(C)CNC(=O)c1cccc(NC(=O)Cc2ccc(Br)cc2)c1	1620	1894
O=C(O)CCn1cc(/C=N/O)c(-c2cccc([N+](=O)[O-])c2)n1	1567	1649
COC(=O)N/N=C/c1ccccc1OCc1ccccc1	1636	1372
Cc1cc2c(C)nc(N/N=C/c3ccc(F)cc3)nc2o1	1366	1771
O=C(Oc1cc(=O)n2ccccc2n1)c1ccccc1	1672	1963
O=C(NC1CCCC1)C(c1cccnc1)N(CCc1ccccc1)C(=O)c1ccco1 (stereo unspecified)	1543	1567
CC(C)(C)NC(=O)/C(=C\c1ccco1)NC(=O)c1cccs1	1543	1973
CCOc1ccc(NS(=O)(=O)c2cc(NC(=O)c3cccc(C)c3)ccc2Cl)cc1	1691	1811
CC(=O)c1ccn(S(=O)(=O)c2ccccc2)c1	1515	1808
O=C(CN1CCN(C/C=C/c2ccccc2)CC1)NCc1ccccc1	1638	1623
CC(C)(C)CN1CCNC(=O)C1CC(=O)N1CCOc2ccccc2C1 (stereo unspecified)	1436	1694

Copied from the listing (two entries):
SMILES	SRC3 TRFRET art	SRC1 TRFRET art
O=C(CN1CCN(C/C=C/c2ccccc2)CC1)NCc1ccccc1	1638	1623
CC(C)(C)CN1CCNC(=O)C1CC(=O)N1CCOc2ccccc2C1 (stereo unspecified)	1436	1694

The listing continues.
SMILES	SRC3 TRFRET art	SRC1 TRFRET art
CC(C)CCNC(=O)C(C)N(C(=O)c1snc(C(N)=O)c1N)c1cnc2ccccc2c1 (stereo unspecified)	1463	1780
CCCCNC(=S)Nc1ccc2nc3n(c(=O)c2c1)CCCCC3	1612	1868
O=[N+]([O-])c1ccc([N+](=O)[O-])c(Nc2ccc(N3CCOCC3)cc2)c1	1623	1916
NC1=NC(=O)/C(=C\c2ccc(O)c([N+](=O)[O-])c2)S1	1495	1812
COc1cc(S(=O)(=O)N(Cc2cccnc2)Cc2ccco2)ccc1-n1cnnn1	1602	2013
Cc1ccc(-n2c(=S)[nH]c3sc4c(c3c2=O)CCc2ccccc2-4)cc1	1718	1918
COc1ccccc1OCCOc1ccccc1/C=N/n1cnnc1	1514	1787
Cc1ccc(C)c(SCC(=O)Nc2cccc(S(=O)(=O)NC3=NCCCCC3)c2)c1	1507	1624
O=S(=O)(Nc1ccncc1Cl)c1ccc2ccccc2c1	1589	2071
CCOc1ccc(NC(=O)c2cc(SC)ccc2Cl)cc1	1613	1974
COc1cccc(/C=C/C(=O)OCC(=O)c2c[nH]c3ccccc23)c1OC	1690	2068
O=C(O)c1ccccc1S	1461	1656
CNC(=O)CSc1nc2c([nH]c3ccccc32)c(=O)n1CCOC	1434	1714
CC(C[N+](C)(C)C)OC(N)=O (stereo unspecified)	1533	1611
CCOC(=O)c1oc2c(c1C)C(=O)CCC2	1629	1718
Nc1cccc(C(=O)OCC(=O)NC2CCCc3ccccc32)c1 (stereo unspecified)	1484	1792
N/C(=N\OC(=O)c1cccs1)c1ccccc1	1498	1552
COC(=O)c1c(C)[nH]c(C)c1-c1cccc([N+](=O)[O-])c1	1566	1964
COC(=O)CNC(=O)/C=C/c1cc(Br)ccc1OC	1296	1552
C/C(=N\N1C(=O)CSC1=S)c1ccc(Br)cc1	1554	1751
CCC1Oc2ccccc2N(CC(=O)NCCCN2CCC(C)CC2)C1=O (stereo unspecified)	1602	1805
COc1ccc(NC(=O)C(NCC(C)C)c2ccccc2)cc1Cl (stereo unspecified)	1563	1938
O=C(O)CCn1cc(/C=C/C(=O)c2ccc(Cl)cc2)c(-c2ccc(Br)cc2)n1	1525	1837
O=C(NC1(C(F)(F)F)NC(=O)N(c2ccc(F)cc2)C1=O)c1ccncc1 (stereo unspecified)	1255	1598
Cc1ccc(-n2c(O)c(/C=N/NC(=O)C3COc4ccccc4O3)c3ccccc3c2=O)cc1 (stereo unspecified)	1842	1975
NS(=O)(=O)c1ccc(CCNC(=O)CCCOc2ccccc2)cc1	1406	2028
CC(C(=O)N1CCOCC1)N1C(=O)C2C3CC(C(Br)C3Br)C2C1=O (stereo unspecified)	1734	1912
CCOC(=O)Cc1n[nH]c(=O)c2ccccc12	1457	1740
c1cc(CN2CCN(C3CCCCCC3)CC2)ccn1	1522	1860
Cc1ccc(N2Cc3ccccc3C2=S)cc1	1543	2108
O=C(c1ccccc1)N1CCN(C(=S)NCc2ccc3c(c2)OCO3)CC1	1487	1369
CSc1nc(-c2ccccc2)nc(NC(=O)c2ccccc2)c1C(C)=O	1702	1877
O=S(=O)(NCc1cccnc1)c1ccc(Cl)c(Cl)c1Cl	1346	1563
CCC(=O)NCCc1cc2ccc(C)cc2[nH]c1=O	1437	1745
Cc1ccc(N(CN2CCCC2=O)C(=O)c2ccccc2)cc1	1575	1829
O=C(CNC(=O)c1ccc2c(c1)OCCO2)N/N=C/c1ccc(O)cc1O	1630	1571
Cc1ccc2[nH]c3c(=O)n4c(nc3c2c1)SCC4	1605	1959
CCNC(=S)N/N=C/c1ccc(F)cc1	1640	1921
NC(=O)c1ccc(NCCCN2CCOCC2)c([N+](=O)[O-])c1	1367	2070
CCNC(=S)NNC(=O)c1nn(C)c(C)c1Cl	1496	1949

Record cards, from the list above. Order of values: SRC3 TRFRET art, SRC1 TRFRET art
Profile of O=C(O)CCn1cc(/C=C/C(=O)c2ccc(Cl)cc2)c(-c2ccc(Br)cc2)n1 → 1525, 1837
Profile of CC(C(=O)N1CCOCC1)N1C(=O)C2C3CC(C(Br)C3Br)C2C1=O (stereo unspecified) → 1734, 1912

Following part.
SMILES	SRC3 TRFRET art	SRC1 TRFRET art
Cc1ccc2nc(SCc3cn4cccnc4n3)[nH]c2c1	1754	1655
Cc1ccc(SCCC(=O)Nc2ccccc2Br)cc1	1825	1728
CN(CC(=O)Nc1cccc(F)c1)CC(=O)Nc1cccc([N+](=O)[O-])c1	1478	1813
CC(=O)OC[C@H]1O[C@@H](O/N=C/C[C@@H]2C=C[C@H](OC(C)=O)[C@@H](COC(C)=O)O2)[C@H](OC(C)=O)[C@@H](OC(C)=O)[C@@H]1OC(C)=O	1357	1501
O=C(Nc1ccc(O)cc1)c1ccc2c(c1)C(=O)N(Cc1ccco1)C2=O	1457	1584
O=C(c1cccs1)N1CCC(N2CCN(c3ccccc3)CC2)CC1	1915	1693
CC(C)(C)[C@@H]1C=C(C(=O)N2CCN(Cc3ccccc3)CC2)O[C@H](OCCCCO)C1	1693	1550
COCCNc1ccc(S(=O)(=O)N2CCCC2)cc1[N+](=O)[O-]	1466	1911
O=C(COC(=O)C1=COCCO1)Nc1ccccc1OC(F)F	1463	1659
N#Cc1c(-c2c(Cl)cccc2Cl)noc1/C=C/Nc1ccc(C(=O)O)cc1	1671	1761
CC(C)NC(=S)N/N=C/c1ccc(N2CCOCC2)cc1	1729	1942
CCCNC(=O)NCCC12CC3CC(CC(C3)C1)C2	1660	1795
CCOC(=O)c1cc([N+](=O)[O-])sc1N	1502	2014
COC(=O)c1nnn(CC(=O)NC(=O)Nc2c(C)cccc2C)c1C(=O)OC	1419	1723
O=C1CC(c2ccccc2)CN1C(=O)c1cncc(Br)c1 (stereo unspecified)	1498	1829
O=C1c2c(O)cc(O)cc2O[C@@]12c1c(cc(O)c3c1O[C@H](c1ccc(O)cc1)[C@@H](O)C3)O[C@@H]2c1ccc(O)cc1	1687	1690
CCCOc1ccc(-c2c(C(=O)N/N=C/c3ccc(OCC)cc3)nnn2-c2nonc2N)cc1	1524	1895
N/C(=N\OC(=O)CCc1ccccc1)c1ccccc1Cl	1524	1968
CCOP(=O)(OCC)C(Nc1cccc(C)c1)c1ccc(F)cc1 (stereo unspecified)	1504	1827
COc1ccc(-c2n[nH]c(=S)n2N)c(OC)c1	1675	2026
O=C(O)CCCC(=O)Nc1cccc(C(F)(F)F)c1	1435	1949
CCCCn1c(=O)c(CCC(=O)OCC(=O)Nc2ccc(C)c(Cl)c2)nc2ccccc21	1593	1809
CCc1cccc(NC(=O)CCC(=O)O)c1	1570	1954

This is a subset, so the mix of outcomes need not match the whole.
